High-throughput results: PubChem BioAssay, National Center for Advancing Translational Sciences (NCATS)
Tau fluor cs – counter-screen for tau fibril formation inhibitors | tau K18 P301L (four-repeat tau fragment) Alexa594 fluorescence, heparin fibrillization | Potency, µM (titrated, usually from 57.7 µM), without a hit: at the highest dose activity change, negative = decrease | hit rate 0.93% among 280,000; also: % is scaled to controls: 0 for no effect and ±100 for the full control effect; nearly all actives have a fitted effect of over 55% in size
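Human K18 P301L tau (15 uM unlabeled plus 0.24 uM Alexa 594-labeled, final) in 100 mM sodium acetate pH 7 was mixed with compound and 20 uM heparin and incubated 6 hr at 37 C.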
GAA glycogen mod – GAA glycogen-cleavage inhibition or activation. P10253. recombinant GAA, glycogen substrate, Amplex Red glucose oxidase fluorescence. Potency, µM (titrated, usually from 76.4 µM), for inactives: at the top dose activity change, negative = inhibition, most hits filed as inhibitors. hit rate 0.38% among 300,000. AID 2100;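 also: 0% = full enzyme reaction and -100% = no-enzyme basal signal; the screen sought inhibitors and activators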
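qHTS, 1536-well; enzyme 4 nM final; cpd up to 77 uM; substrate bovine liver glycogen 30 ug; 50 mM citrate/phosphate pH 5.0, 0.01% Tween-20; 37 C, 40 min; Amplex Red detection 45 min RT; Hill fit → AC50.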
ALDH1A1 block – inhibitors of human aldehyde dehydrogenase 1A1; P00352; Purified ALDH1A1, NADH fluorescence, propionaldehyde substrate; Potency, µM (top dose mostly 75.3 µM), for the others: at the highest dose activity, negative = inhibition, most hits filed as inhibitors; hit rate 7.3% among 220,000; AID 1030; active = well fitted inhibition curve with a large enough effect, not every such curve was filed as active; inconclusive = small, poorly fitted or top-dose-only effect, or another doubt; inactive = no such curve, though single readings can be large or run the other way;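 also: plate controls were no enzyme wells and a reference inhibitor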
Target sequence (P00352 whole entry, looked up): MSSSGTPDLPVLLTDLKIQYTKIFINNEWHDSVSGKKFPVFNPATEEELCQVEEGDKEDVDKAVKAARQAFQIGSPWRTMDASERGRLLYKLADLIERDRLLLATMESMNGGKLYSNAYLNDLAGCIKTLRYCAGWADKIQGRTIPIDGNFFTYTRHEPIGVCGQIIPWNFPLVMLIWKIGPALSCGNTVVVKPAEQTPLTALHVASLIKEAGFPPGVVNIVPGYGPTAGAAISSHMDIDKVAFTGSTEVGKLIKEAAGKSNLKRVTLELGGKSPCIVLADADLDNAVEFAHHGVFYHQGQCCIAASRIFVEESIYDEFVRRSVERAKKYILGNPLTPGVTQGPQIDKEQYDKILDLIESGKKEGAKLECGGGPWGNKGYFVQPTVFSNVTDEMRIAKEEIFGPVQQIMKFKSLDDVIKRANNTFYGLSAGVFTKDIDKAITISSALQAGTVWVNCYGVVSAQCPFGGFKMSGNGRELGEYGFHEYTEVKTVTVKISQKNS
NPSR antagonist – antagonists of human neuropeptide S receptor cAMP signaling | Q6W5P4 | CHO-NPSR cells, cAMP TR-FRET, antagonist mode | Potency, µM (titrated, usually from 38.3 µM), inactives show at the top dose activity change, negative = inhibition, usual class: inhibitors | hit rate 1% among 220,000; also: % is scaled to controls: 0 for no effect and ±100 for the full control effect; nearly all actives have a fitted effect of over 50% in size; many of its hits are not listed in these tables
Target sequence (Q6W5P4 whole entry, looked up): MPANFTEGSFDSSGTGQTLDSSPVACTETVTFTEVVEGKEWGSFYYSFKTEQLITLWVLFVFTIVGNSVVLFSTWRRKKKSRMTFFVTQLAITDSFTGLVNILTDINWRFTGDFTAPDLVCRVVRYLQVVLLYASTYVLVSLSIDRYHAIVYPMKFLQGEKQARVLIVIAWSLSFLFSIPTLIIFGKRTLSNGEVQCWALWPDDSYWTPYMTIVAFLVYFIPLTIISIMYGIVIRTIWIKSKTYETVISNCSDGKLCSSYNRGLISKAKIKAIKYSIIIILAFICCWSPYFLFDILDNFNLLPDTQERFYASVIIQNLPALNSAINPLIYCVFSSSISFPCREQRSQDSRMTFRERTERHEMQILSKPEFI
aGal spleen mod – alpha-galactosidase A (human) modulation | hit rate 0.008% among 240,000 | human spleen homogenate, 4MU-alpha-Gal fluorescence, 40 min | Potency, µM (titrated, usually from 80 µM), for the others: at the top dose activity change, negative = inhibition, usual class: inhibitors;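 also: 0% = enzyme with vehicle and -100% = no enzyme basal signal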
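qHTS titration in buffer at pH 5.0. Alpha-galactosidase activity in spleen homogenate was measured via 4-methylumbelliferone release from 1 mM fluorogenic substrate after 40 min at 37C and a pH 10 stop. AC50 came from Hill fits of control-normalized data.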
aGlu spleen mod – inhibitors or activators of human alpha-glucosidase in spleen homogenate. Potency, µM (top dose mostly 79.9 µM), without a hit: at the top dose activity change, negative = inhibition, most hits filed as inhibitors. human spleen homogenate, 4-MU-alpha-glucoside fluorescence. hit rate 0.006% among 240,000. P10253;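 also: 0% = enzyme with vehicle and -100% = no enzyme basal signal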
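Human spleen homogenate (1 ug) with 4-methylumbelliferyl-alpha-D-glucopyranoside (1 mM final) in 50 mM citrate/phosphate pH 5.0, 0.01% Tween-20; 40 min at 37 C. Stopped at pH 10; 4-MU fluorescence Ex 365/Em 440 nm; AC50 by Hill fit.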
Epigenetic derep – derepresses silenced GFP reporter in murine cells; AID 1865; hit rate 0.2% among 280,000; Potency, µM (titrated, usually from 53.9 µM), without a hit: at the top dose GFP activation, hits mostly activators; murine LDR cells, GFP reporter derepression, 30 h; also: % of control where 0% means no effect; nearly all actives have a fitted effect of over 60% in size
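Murine LDR cells carrying a silenced, genomically integrated CMV-driven GFP reporter were exposed to compound for 30 hours at 37 C. After PBS washes, GFP-positive cells (20–120 um objects) were counted by laser-scanning microplate cytometry.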
GAA inhib – alpha-glucosidase (human) inhibition; purified human GAA, 4-MU-alpha-glucoside fluorescence; Potency, µM (titrated, usually from 76.9 µM), inactives show at the top dose activity change, negative = inhibition, hits mostly inhibitors; hit rate 0.005% among 200,000;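 also: plate controls were uninhibited enzyme wells for no effect and no-enzyme background for full effect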
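Fluorescence at Ex 365/Em 440 nm from 4-methylumbelliferone reported enzyme activity after 20 min at room temperature. Reactions used 4 nM enzyme and 400 uM substrate at pH 5.0; curves fitted with the Hill equation.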
The depositor's hits bear a star; ? = inconclusive; . = no result given; & = joins results of further samples; [ ] = dose if it differs, or a comment. Unless noted, calls follow the shape of the dose curve; as a rule, active = well fitted curve in the direction sought with a large enough effect; inconclusive = small, poorly fitted or top-dose-only effect, or another doubt; inactive = no such curve, though single readings can be large; an effect the other way counts as inactive or inconclusive. Potency is read from the fitted curve at half-maximal effect. This is a subset. The share of hits here may be higher or lower than overall.

cpd	smiles	Tau fluor cs	GAA glycogen mod	ALDH1A1 block	NPSR antagonist
1	COc1ccc(OC)c(CN2CCN(C(=O)c3cccs3)CC2)c1	-4%	3%	-16%	-11%[7.67 µM]
2	CCOC(=O)C1CCN(c2c([N+](=O)[O-])c(C(Cl)Cl)nn2-c2ccccc2)CC1	-15%	0%	?	-14%[46.1 µM]
3	COC(=O)c1cc(OC)c(OC)cc1NC(=O)CSc1ccccc1	-17%	-5%	-10%	-26%[46.1 µM]
4	OCC1OC(c2ccc3c(c2)OCO3)C=CC1Oc1cc(Cl)cc(Cl)c1 (stereo unspecified)	-25%[11.6 µM]	.	?	.
5	O=C(CCc1ccccc1)N1CCN(c2ccccc2F)CC1	-2%	-3%	4%	-4%
6	CCOC(=O)Nc1ccc2c(c1)N(C(=O)C(C)N1CCCC1)c1ccccc1CC2 (stereo unspecified)	-7%	5%	-10%	-12%[46.1 µM]
7	CCCCNC(=O)N1CCOCCOCCN(C(=O)NCCCC)CCOCCOCC1	2%	2%	14%	-1%[46.1 µM]
8	Cc1cccc(C)c1NC(=O)CN1CCN(CCCC(c2ccc(F)cc2)c2ccc(F)cc2)CC1	.	.	4%[20.9 µM]	.
9	O=C1CC(c2ccccc2)CC(O)=C1C=NCc1ccccc1 (stereo unspecified)	-12%	4%	8%	-16%[46.1 µM]
10	Cc1cc(C)cc(CC2CC(=O)N(c3ccc(Cl)cn3)C2=O)c1 (stereo unspecified)	-9%	3%	5%	-10%[46.1 µM]

cpd	aGal spleen mod	aGlu spleen mod	Epigenetic derep	GAA inhib
1	0%	-1%	0.5%	-3%
2	8%	-5%	0.0%	?
3	-10%	-9%	-0.9%	-14%
4	-6%[17.5 µM]	3%[17.4 µM]	0.8%[10.1 µM]	.
5	-3%	3%	1.6%	5%
6	-5%	-8%	1.3%	-8%
7	4%	2%	-0.8%	5%
8	5%[29.1 µM]	-10%[29.1 µM]	-0.3%[16.9 µM]	.
9	-2%	-6%	-2.3%	1%
10	-9%	-9%	1.0%	0%

(further entries)
cpd	smiles	Tau fluor cs	GAA glycogen mod	ALDH1A1 block	NPSR antagonist
11	COC(=O)NC(c1ccc(Cl)cc1)C(C(C)=O)C(=O)OC (stereo unspecified)	-12%[11.6 µM]	.	13%[13.5 µM]	.
12	CCn1nc(C(=O)OCc2c(C)noc2C)c2ccccc2c1=O	-15%	4%	-5%	11%[46.1 µM]
13	COc1ccccc1NC(=O)CN(c1ccc([N+](=O)[O-])cc1)S(=O)(=O)c1ccccc1	?	-6%	?	-24%
14	CC(=O)c1cc(C(C)=O)c(C)nc1C	0%	3%	10%	12%
15	Cc1cc(C(=O)NCC(=O)O)c(C)o1	-5%	4%	4%	-7%[46.1 µM]
16	O=C(COC(=O)c1cccnc1Cl)c1ccc(F)cc1	-7%	12%	-1%	6%
17	COC(=O)CSc1nc(-c2ccc(C)cc2)c2c(c1C#N)CCCC2	-17%	-3%	?	-27%[46.1 µM]
18	O=C(CSC1=NCCS1)NC1CCCCC1	6%	2%	2%	-7%[46.1 µM]
19	CC1CN(c2ccc([N+](=O)[O-])cc2Cl)CCN1S(C)(=O)=O (stereo unspecified)	-21%	-2%	.	-5%
20	COc1ccccc1NC(=S)N1CCN(Cc2ccccc2)CC1	-1%	-13%	-1%	2%

cpd	aGal spleen mod	aGlu spleen mod	Epigenetic derep	GAA inhib
11	3%[17.5 µM]	6%[17.4 µM]	1.1%[10.1 µM]	.
12	5%	8%	-0.9%	-4%
13	7%	4%	-1.1%	-6%
14	0%	-18%	-0.2%	-2%
15	3%	-1%	-2.1%	-2%
16	-7%	-4%	0.0%	-12%
17	11%	-1%	-1.0%	-2%
18	-3%	-4%	0.2%	-4%
19	4%	-4%	-1.0%	.
20	3%	-3%	0.9%	0%

The closing 2 entries of the part before come first, to join the parts:
cpd	smiles	Tau fluor cs	GAA glycogen mod	ALDH1A1 block	NPSR antagonist
19	CC1CN(c2ccc([N+](=O)[O-])cc2Cl)CCN1S(C)(=O)=O (stereo unspecified)	-21%	-2%	.	-5%
20	COc1ccccc1NC(=S)N1CCN(Cc2ccccc2)CC1	-1%	-13%	-1%	2%
21	CCCn1c(CCC(=O)O)nc2cc(S(=O)(=O)N(CC)CC)ccc21	-11%	2%	.	7%
22	COCCCNCC(=O)Nc1ccc(OC(F)(F)F)cc1	0%	-2%	0%	0%[46.1 µM]
23	C/C(=N\OCC(=O)Nc1ccccc1C(C)(C)C)c1ccc2c(c1)OCCO2	-13%	-8%	-3%	-4%
24	CN(Cc1cnn(C)c1)Cc1nc(C(c2ccccc2)c2ccccc2)no1	-3%	9%	-6%	5%
25	COc1ccc(Cn2c(SCC#N)nc3ccc(N4CCOCC4)cc3c2=O)cc1	?	-4%	?	-19%
26	c1cc(CN2CCCCC2)cc(OCCCNc2nc3ccccc3s2)c1	-19%&-12%&-13%	.	-9%&1%&-7%	8%[46.1 µM]
27	Cn1cccc1CNC(=O)Nc1ccc(Cl)cc1	-22%	11%	1%	-3%[46.1 µM]
28	Cc1ccc(N2C(=O)NC(NC(=O)C(C)(C)C)(C(F)(F)F)C2=O)cc1C (stereo unspecified)	-8%	7%	-2%	-2%
29	COc1ccc(C2CC(=O)Oc3cc4c(cc32)OCO4)cc1 (stereo unspecified)	?	.	?	.
30	Cc1ccc(N(Cc2ccco2)C(=O)c2cccc(S(=O)(=O)N(C)C)c2)cc1	-5%	-1%	25µM*	-27%[46.1 µM]

cpd	aGal spleen mod	aGlu spleen mod	Epigenetic derep	GAA inhib
19	4%	-4%	-1.0%	.
20	3%	-3%	0.9%	0%
21	-1%	-3%	-5.3%	.
22	5%	1%	3.5%	5%
23	0%	4%	-1.0%	-6%
24	-9%	-3%	-5.4%	-3%
25	-2%	1%	0.4%	5%
26	4%&3%&1%	-17%&2%&-4%	4.7%&0.0%&-0.3%	.
27	-8%	2%	-1.2%	2%
28	-2%	-3%	-2.2%	2%
29	-22%[119 µM]	-2%[119 µM]	0.0%	.
30	-1%	-2%	-1.1%	?

Continuation.
cpd	smiles	Tau fluor cs	GAA glycogen mod	ALDH1A1 block	NPSR antagonist
31	CC(=O)NC1C(Oc2cccc(C)c2)OC2COC(c3ccco3)OC2C1O (stereo unspecified)	-5%	11%	?	4%
32	CCOC(=O)N1CCN(C(=S)NC(C)(C)C)CC1	-7%	4%	-1%	-1%[46.1 µM]
33	CCn1nc(C(=O)OCC(=O)c2c[nH]c3ccccc23)c2ccccc2c1=O	?	-2%	-5%	-27%[46.1 µM]
34	O=C(CN(Cc1ccccc1Cl)C(=O)c1ccc(CN2CCOCC2)o1)NCc1ccccc1	3%	-3%	13µM*	?
35	Cc1nn(C)c(C)c1Nc1ccc(N2C(=O)C3CC=CCC3C2=O)cc1[N+](=O)[O-] (stereo unspecified)	-24%	-1%	-6%	26%
36	Cc1ccc(-n2nc(CC#N)c(C#N)c2N)cc1	-8%	-9%	0%	3%[46.1 µM]
37	COc1ccc(OC)c(-n2c(-c3ccc(C)cc3)n[nH]c2=S)c1	-1%	4%	18µM*	-11%[46.1 µM]
38	O=C(CCN1C(=O)COc2ccccc21)N1CCCCC1	-6%	19%	?	0%[46.1 µM]
39	C#CC1(NC(=O)NC(=O)c2c(F)cccc2F)CCCCC1	-9%	0%	.	0%[7.67 µM]
40	CC(=O)Nc1ccc(NC(=O)COC(=O)Cc2c[nH]c3ccccc23)cc1	-5%	4%	14µM*	3%

cpd	aGal spleen mod	aGlu spleen mod	Epigenetic derep	GAA inhib
31	-1%	-9%	-1.0%	7%
32	-2%	-14%	-3.6%	6%
33	2%	-1%	0.3%	-4%
34	1%	0%	-1.0%	-1%
35	-1%	-4%	-2.0%	?
36	4%	0%	0.1%	3%
37	8%	-6%	6.3%	-4%
38	4%	0%	0.1%	-3%
39	-9%	5%	-1.4%	.
40	4%	6%	-1.7%	-4%

More compounds follow:
cpd	smiles	Tau fluor cs	GAA glycogen mod	ALDH1A1 block	NPSR antagonist
41	O=C(NCC1CCCO1)c1cc2n(n1)C(C(F)(F)F)CC(c1ccc(F)cc1)N2 (stereo unspecified)	2%	1%	?	22%[46.1 µM]
42	O=C(Cn1ccc([N+](=O)[O-])n1)N1CCCc2ccccc21	-16%	-5%	-7%	-17%[46.1 µM]
43	Cc1ccc(-n2c(O)c(/C=N/n3cnnc3)c3ccccc3c2=O)cc1	-8%&-15%	-5%&-6%	0%	-15%&-7%[46.1 µM]
44	Cc1cccn2cc(CNC(=O)CC3CCCC3)nc12	-5%	4%	?	-15%[46.1 µM]
45	Cc1nc(-c2ccccc2)sc1C(=O)/C=C/c1ccccc1	-2%	-12%	3.5µM*	-25%[46.1 µM]
46	COc1ccc(CCN(Cc2cc3cc(C)ccc3[nH]c2=O)C(C)=O)cc1OC	-6%	17%	2%	20%
47	CC(NC(=O)Cc1ccccc1[N+](=O)[O-])c1ccccc1 (stereo unspecified)	2%	14%	2%	18%
48	O=S(=O)(c1ccccc1)N1CCN(c2nnc(-c3ccccc3)c3ccccc23)CC1	-14%	-9%	-10%	?
49	O=C(NC1CCCC1)C1CCN(c2cnccn2)CC1	14%	9%	1%	10%
50	CCOC(=O)CNC(=O)c1nn(-c2ccc(OCC)cc2)c(=O)c2ccccc12	-17%	3%	?	-7%[46.1 µM]

cpd	aGal spleen mod	aGlu spleen mod	Epigenetic derep	GAA inhib
41	-4%	2%	3.0%	-8%
42	4%	-3%	-0.9%	?
43	2%&15%	0%&3%	3.1%&0.0%	-1%&14%
44	-3%	-4%	-1.1%	-4%
45	8%	-3%	?	2%
46	0%	-7%	0.1%	1%
47	-12%	-8%	1.0%	3%
48	-4%	-3%	-1.3%	?
49	1%	4%	0.0%	11%
50	16%	-1%	0.0%	-2%

Part of the list above with just aGal spleen mod and Epigenetic derep:
| # | compound | aGal spleen mod | Epigenetic derep |
| --- | --- | --- | --- |
| 42 | O=C(Cn1ccc([N+](=O)[O-])n1)N1CCCc2ccccc21 | 4% | -0.9% |
| 43 | Cc1ccc(-n2c(O)c(/C=N/n3cnnc3)c3ccccc3c2=O)cc1 | 2%&15% | 3.1%&0.0% |
| 44 | Cc1cccn2cc(CNC(=O)CC3CCCC3)nc12 | -3% | -1.1% |
